From PubChem
NPR2 activator = human GC-B receptor activators, primary screen, HEK293 GC-B cells, cGMP TR-FRET, EC30 CNP; Atrial natriuretic peptide receptor 2 (Homo sapiens), P20594; 0% at EC30 CNP, 100% saturating CNP; activation, % at 10 µM; 0.11% of 370,000 active;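 active means activation at 10 µM reaching about 35% in either raw or pattern-adjusted values, limit read from the data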
KLK7 zymogen act = proKLK7 zymogen activators, primary screen, biochemical, fluorescence intensity. Kallikrein-7 (Homo sapiens), P49862. purified proKLK7, EDANS-DABCYL substrate fluorescence; 100% is mature enzyme control, 0% vehicle. activation, % at 7 µM. 0.9% of 370,000 active;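 active means activation above the mean of all tested compounds plus 3 SD, computed per campaign excluding outliers beyond control limits, cut at about 13% in these data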
rCAG RNA binder = binders of r(CAG) RNA repeats, primary screen, biochemical, fluorescence | AID 651821, 2012 | inhibition, % at 3 µM | 1.3% of 370,000 active | r(CAG) RNA repeat, TO-PRO-1 dye displacement fluorescence;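 active means inhibition above the plate cutoff, the mean of all test compounds on that plate plus 3 SD, cut at about 35% in these data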;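 further: 0% = DMSO alone and 100% = 100 µM mitoxantrone as full dye displacement; higher means more dye released from RNA so lower well fluorescence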
DDE Tn6 FP inh = inhibitors of Tn6 peptide binding to fibrin DD(E), primary screen, biochemical, fluorescence polarization, human fibrin, Tn6 probe; Fibrinogen beta chain (Homo sapiens), P02675; Fibrin DD(E) TRITC-Tn6 fluorescence polarization displacement; inhibition, % at 8.3 µM; 0.21% of 370,000 active; AID 720509, 2013;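 active means inhibition above a per-campaign cutoff: mean of compounds within control limits plus 3 SD, cut at about 15% in these data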;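 further: 0% = median of all compound wells on the plate and 100% = blocking peptide control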
ASAP1 inh = inhibitors of human ASAP1 ArfGAP activity, primary screen, biochemical, fluorescence polarization; Arf-GAP with SH3 domain, ANK repeat and PH domain-containing protein 1 (Homo sapiens), …; ASAP1-stimulated ARF1 GTP hydrolysis, GDP FP detection; inhibition, % at 16.5 µM; 0.19% of 360,000 active; in the data active means inhibition above about 25%;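 further: 0% = vehicle with enzyme and substrate and 100% = no enzyme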
Target sequence (Q9ULH1 325-724 limits assumed): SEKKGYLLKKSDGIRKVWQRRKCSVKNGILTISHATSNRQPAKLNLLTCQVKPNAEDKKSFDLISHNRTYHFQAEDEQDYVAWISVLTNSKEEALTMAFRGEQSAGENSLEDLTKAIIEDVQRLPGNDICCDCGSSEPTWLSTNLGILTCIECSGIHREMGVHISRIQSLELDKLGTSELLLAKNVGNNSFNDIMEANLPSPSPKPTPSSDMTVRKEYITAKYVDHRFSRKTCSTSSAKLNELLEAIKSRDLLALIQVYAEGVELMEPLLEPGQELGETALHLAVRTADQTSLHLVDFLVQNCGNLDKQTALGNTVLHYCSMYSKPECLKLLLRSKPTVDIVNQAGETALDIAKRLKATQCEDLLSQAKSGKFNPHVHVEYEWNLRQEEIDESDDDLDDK
NPR1 activator = GC-A stimulated cGMP production enhancers – HEK293 GC-A cells, cGMP TR-FRET, EC30 ANP, primary screen. Atrial natriuretic peptide receptor 1 (Homo sapiens), P16066. activation, % at 10 µM. 0% at EC30 ANP, 100% saturating ANP. 0.14% of 370,000 active; in the data active means activation above about 40%
ADAM10 inh = human ADAM10 inhibitors, primary screen, biochemical, QFRET, HTS; Disintegrin and metalloproteinase domain-containing protein 10 (Homo sapiens), O14672; recombinant ADAM10, EDANS/DABCYL FRET peptide cleavage, 3 h; inhibition, % at 7 µM; 0.62% of 370,000 active; AID 720582, 2013;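 active means inhibition above a per-campaign cutoff equal to the mean of compounds falling between control-based bounds plus 3 SD, cut at about 20% in these data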;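 further: 0% = DMSO wells while the 100% control is not disclosed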
FXN GAA850 act = FXN promoter activators, primary screen, cell-based, luciferase luminescence, HEK293 lucGAA850 | HEK293 lucGAA850 FXN promoter luciferase reporter, 24 h; percent of 10 µM SAHA response | activation, % at 6 µM | 0.56% of 360,000 active;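 active means activation above the average of all compounds screened plus 3 SD, cutoff fixed separately per campaign, cut at about 7.5% in these data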;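 further: 0% = DMSO wells and 100% = 10 µM SAHA wells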
ARFGAP1 inhibitor = inhibitors of rat ARFGAP1 GAP activity, primary screen, biochemical, fluorescence polarization, GDP tracer; inhibition, % at 16.5 µM; AID 651572, 2012; 0.26% of 360,000 active; Arfgap1-stimulated ARF1 GTP hydrolysis, GDP FP detection;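 active means inhibition above a per-plate limit, mean inhibition of low control wells plus 3 SD, cut at about 25% in these data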;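 further: 0% = DMSO wells with enzyme and 100% = wells lacking Arfgap1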
Target sequence (Q62848 1-136 limits assumed): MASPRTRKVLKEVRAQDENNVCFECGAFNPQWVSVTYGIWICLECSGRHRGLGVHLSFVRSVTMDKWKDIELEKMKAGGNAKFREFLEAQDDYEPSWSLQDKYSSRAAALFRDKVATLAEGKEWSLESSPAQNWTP
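Material: truncated rat Arfgap1 GAP domain; Incubation: compound-enzyme preincubation 20 min, reaction 120 min, detection 60 min, 25 °C; Read-out: percent inhibition of Arfgap1-stimulated GTP hydrolysis; Technique: FP, GDP Alexa 633 tracer displaced from anti-GDP antibody, 620/688 nm; Controls: No-Arfgap1 wells (100%) versus DMSO full-reaction wells (0%); Replication: single well per compound.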
HGIII-sPLA2 inh = human group III sPLA2 inhibitors, primary screen, biochemical, QFRET, BODIPY PC-A2 liposome substrate. Group 3 secretory phospholipase A2 (Homo sapiens), Q9NZ20. QFRET BODIPY PC-A2 liposome hydrolysis, fluorescence. inhibition, % at 12.2 µM. 0.56% of 370,000 active;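 active means inhibition above mean plus 3 SD of compounds lying within the high and low control bounds, cut at about 19% in these data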;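 further: 0% = median of test compound wells and 100% = no enzyme DMSO wells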
Target sequence (Q9NZ20 whole entry, looked up): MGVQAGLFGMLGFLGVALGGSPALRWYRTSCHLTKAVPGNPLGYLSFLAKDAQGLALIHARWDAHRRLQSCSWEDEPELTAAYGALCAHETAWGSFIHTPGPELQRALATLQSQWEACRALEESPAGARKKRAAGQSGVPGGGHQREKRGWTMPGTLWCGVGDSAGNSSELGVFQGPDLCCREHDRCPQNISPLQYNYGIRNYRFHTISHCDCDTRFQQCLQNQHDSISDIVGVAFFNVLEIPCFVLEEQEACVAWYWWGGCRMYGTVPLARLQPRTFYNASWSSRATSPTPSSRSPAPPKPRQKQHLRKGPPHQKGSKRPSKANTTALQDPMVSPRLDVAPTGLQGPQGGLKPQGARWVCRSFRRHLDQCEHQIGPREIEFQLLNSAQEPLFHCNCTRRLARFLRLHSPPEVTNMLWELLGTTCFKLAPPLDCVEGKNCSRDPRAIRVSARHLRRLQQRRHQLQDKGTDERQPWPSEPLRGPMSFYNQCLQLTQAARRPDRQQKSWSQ
Active calls of the source: *; x = no result given.

Screens in order – NPR2 activator | KLK7 zymogen act | rCAG RNA binder | DDE Tn6 FP inh | ASAP1 inh | NPR1 activator | ADAM10 inh | FXN GAA850 act | ARFGAP1 inhibitor | HGIII-sPLA2 inh
O=C(NC1CCCCN(Cc2cccc(Cl)c2)C1=O)c1ccc(COc2ccccc2)cc1 (stereo not given)
→ 8 | 0.7 | 4 | -2 | x | 7 | 13 | x | x | -13
CCCNC1=C(N(C(C)=O)c2cccc(F)c2)C(=O)c2ccccc2C1=O
→ -2 | -0.5 | -6 | 0 | 1 | 1 | 0 | -0.4 | -8 | -10
O=c1c2ccccc2sn1-c1ccc(Cl)cc1Cl
→ 7 | 0.2 | 0 | 6 | 0 | 5 | -10 | -4.2 | -1 | 3
O=c1cc(CN2CCN(c3ccccc3F)CC2)c2ccccc2o1
→ 1 | 0.3 | 3 | 6 | 5 | 4 | 6 | x | 9 | 12
CC(=O)Nc1cncc(-c2cccc(C(=O)N(C)C)c2)n1
→ 2 | -1.2 | 0 | -3 | 0 | 2 | -16 | 0.8 | 6 | -3
O=C1c2ccccc2NC(c2cc(Cl)cc(Cl)c2O)N1Cc1cccnc1 (stereo not given)
→ 4 | 1.8 | 4 | 4 | 6 | 2 | -45 | 0.1 | 3 | 0
Clc1ccc(N2CCN(c3cnc4ccccc4n3)CC2)cc1
→ -3 | 0.1 | 1 | 1 | 7 | -2 | 4 | 3.9 | 9 | 2
O=C(CCn1nnc2ccccc21)N1CCN(c2ccccc2)CC1
→ -4 | -0.2 | -1 | -14 | -10 | -6 | 1 | 3.4 | -2 | 2
CCCCc1ccc(NC(=O)c2c(C)noc2C)cc1
→ 3 | 0.0 | 0 | 0 | -11 | 3 | 5 | 3.2 | 11 | 3
COc1ccc2nc(N3CCCC3)[nH]c2c1
→ -10 | 0.5 | -1 | 6 | 2 | -6 | -7 | 5.2 | -2 | 1
COc1cccc(CNC(=O)CCC2CCCN(C(=O)c3cccnc3SC)C2)c1 (stereo not given)
→ 1 | -0.2 | -6 | -5 | 0 | 1 | -10 | 1.5 | 11 | -2
COc1ccc2nc(C)cc(NCCN3CCOCC3)c2c1
→ -3 | 0.9 | -1 | -9 | 7 | 9 | -24 | 0.6 | -3 | 2
O=C(c1ccccc1)c1nc[nH]c1C(=O)Nc1ccccn1
→ 1 | 0.1 | 0 | 0 | 2 | -1 | 3 | 0.7 | 23 | 0
CCCC(=O)Nc1ccc(Cl)c(NC(=O)c2cccc(OC)c2)c1
→ 10 | -0.7 | 2 | -3 | 12 | 4 | -3 | 0.4 | 2 | -1
COC(=O)Cn1c(C)c(C#N)c2ccccc21
→ 0 | -0.9 | 2 | -3 | 8 | -8 | -7 | 1.4 | 3 | -3
COc1ccc(/C=N/Nc2nc3ccccc3s2)cc1O
→ -9 | -2.2 | 22 | 0 | 7 | -4 | -17 | 5.6 | 3 | -47
CCN(Cc1ccccc1)C(=O)CN1C(=S)NC(C)(C)CC1C (stereo not given)
→ 5 | -0.2 | -7 | -7 | 5 | 2 | -5 | 0.4 | 6 | 31*
COc1ccc(-n2c(SCC(=O)c3ccc4ccccc4c3)nnc2-c2ccccc2)cc1
→ -7 | -0.9 | 12 | -10 | x | -3 | 4 | x | x | -11
COCCCN1C(=O)[C@H](CC(=O)NCc2cccc(C(F)(F)F)c2)[C@]2(C(=O)OC)CCCCC=C12
→ -4 | 0.3 | 0 | 5 | x | 4 | -6 | x | x | -6
S=C(c1cn(Cc2ccccc2)c2ccccc12)N1CCOCC1
→ 6 | 0.0 | -2 | -4 | -4 | 0 | 5 | 1.9 | 14 | 6
CN(CCCC1CCCC1)C(=O)c1cc(COc2ccc(F)cc2F)on1
→ -1 | -0.4 | -6 | 1 | 4 | 2 | 22* | 4.2 | 8 | -7
CCC(c1nnnn1-c1ccc2c(c1)OCCO2)N1CCN(c2ccc(C(F)(F)F)cc2[N+](=O)[O-])CC1 (stereo not given)
→ -1 | -0.4 | 10 | 4 | 15 | -4 | -1 | x | 18 | -5
CC1(C)SC2c3ccccc3C(=O)N2[C@@H]1C(=O)NC1CCCC1 (stereo not given in full)
→ 5 | 0.1 | 3 | 0 | -8 | 3 | 4 | -0.5 | -1 | 2
CCOc1ccc(NC(=O)C2CCCN(c3nc(C)cc(C)n3)C2)cc1 (stereo not given)
→ -2 | -0.3 | -1 | -5 | -18 | -2 | 3 | -0.8 | 7 | -2
C=CCOc1ccccc1NC(=O)CN1C(=O)CNC1=O
→ -5 | -0.5 | 2 | 2 | -9 | 3 | 0 | 0.5 | -2 | 3
CCOc1ccc(NC(=O)CN(C)C(=O)c2cc3c(s2)CCC(C)C3)cc1OCC (stereo not given)
→ 2 | -0.3 | 9 | 5 | -6 | 2 | 0 | 1.3 | -8 | -1
Cc1cc(C(=O)N/N=C/c2cc(Br)cc(Br)c2OC(=O)c2cccc(F)c2)n[nH]1
→ 2 | 0.5 | 12 | -1 | -3 | -8 | -1 | 0.4 | -1 | 6
CCN(CC)S(=O)(=O)c1cccc(NC(=O)c2cncc(Br)c2)c1
→ -3 | -0.4 | -2 | -1 | 3 | -4 | -4 | -0.9 | -2 | -9
Cn1cnc2c1c(=O)n(Cc1c(Cl)cccc1Cl)c(=O)n2C
→ 1 | 0.0 | -3 | -3 | -3 | 3 | -7 | 0.3 | -6 | 6
CCOC(=O)C1(Cc2ccc(OC)cc2)CCN(C(=O)C2CCCO2)CC1 (stereo not given)
→ 2 | -0.6 | 0 | 5 | 9 | -1 | -1 | -1.2 | 7 | 6
COc1ccc(-c2noc(CN(C)C(=O)c3ccoc3C)n2)cc1OC
→ 3 | -0.2 | -5 | -1 | -10 | -1 | 1 | 2.9 | 7 | 5
CCCn1nnnc1NCc1c(F)cccc1Cl
→ -2 | -0.2 | 4 | -7 | -4 | 0 | 4 | 0.5 | -4 | 3
O=C(Nc1ccc(F)cc1)c1ccc(CSc2ccc(Cl)cc2)o1
→ -10 | 0.3 | -1 | 1 | 4 | -8 | 14 | 3.1 | 6 | -6
COc1ccc(S(=O)(=O)N(Cc2ccco2)Cc2cc3ccccc3[nH]c2=O)cc1
→ -3 | 1.3 | 5 | -2 | 5 | -2 | -72 | -0.3 | -1 | -13
CC(C)(C)C(=O)N1CCN(c2ccc([N+](=O)[O-])cc2-n2cccc2)CC1
→ -1 | 0.2 | -6 | -4 | -9 | -3 | 1 | -0.3 | 6 | 3
FC(F)(F)c1cnc(-c2cnc(-c3ccncc3)nc2)c(Cl)c1
→ 1 | 0.0 | -6 | 3 | -20 | -6 | -2 | 4.1 | -7 | -3
Cc1cc2n(n1)C(c1cn(-c3ccccc3)nc1C)Nc1ccccc1-2 (stereo not given)
→ -12 | 0.3 | 1 | -3 | -3 | -23 | -14 | -0.8 | 8 | 3
CC(=O)N(c1ccc(C(C)C)cc1)C1C=CS(=O)(=O)C1 (stereo not given)
→ 3 | -0.7 | -3 | 3 | -17 | 4 | 1 | 0.7 | 7 | 8
Cc1cc(N(C)C)nc(Nc2ccccc2)n1
→ 0 | 0.1 | 2 | 0 | -3 | 0 | -2 | 0.9 | 2 | 1
COc1ccc(/C=N/Nc2ncnc3sc(C)c(C)c23)cc1
→ -3 | -0.8 | 3 | -9 | 6 | 0 | 5 | 3.8 | 1 | -2
CC(C)c1ccc(NC2CCCN(C(=O)CCN3CCCCC3=O)C2)cc1 (stereo not given)
→ -3 | -0.4 | -7 | -2 | 13 | -1 | -16 | 2.1 | 9 | 11
O=C(CSc1nnc(CNC(=O)c2cccs2)o1)Nc1ccccc1
→ 1 | -0.6 | -2 | 6 | -6 | 1 | -4 | 1.1 | 0 | -6
Cn1nc(C(C)(C)C)c([N+](=O)[O-])c1C(=O)Nc1ccccc1
→ 2 | -0.4 | -1 | 1 | 2 | 0 | 7 | 1.5 | 5 | 0
Cc1nc2c(-c3ccccc3)c(C)nn2c(C)c1CC(=O)O
→ -4 | -0.1 | 0 | 2 | 8 | 0 | -6 | 3.5 | -1 | -4
Cc1ccccc1NC1(C#N)C(=O)Nc2ccccc21 (stereo not given)
→ 0 | -0.2 | 2 | -2 | 17 | 1 | 1 | -0.6 | 1 | 0
O=[N+]([O-])c1ccc(OCCOCCOc2ccc([N+](=O)[O-])cc2)cc1
→ -4 | 0.5 | 0 | 1 | 9 | 0 | 4 | 1.7 | 10 | -4
O=C(COc1ccc([N+](=O)[O-])cc1)NC(=O)NC1CCS(=O)(=O)C1 (stereo not given)
→ 0 | -0.6 | 1 | 1 | -3 | 3 | -3 | 1.6 | -4 | 4
CCN(CC)S(=O)(=O)c1ccc(C(=O)Nn2cnnc2)cc1
→ -1 | -0.2 | -1 | 0 | 19 | 2 | -5 | -0.1 | -6 | -1
CCOc1cc(/C=C2\C(=O)NN(c3ccccc3)C2=O)cc([N+](=O)[O-])c1O
→ 1 | -0.4 | 30 | 2 | -4 | -4 | 3 | 0.8 | 0 | -8
CC(=O)c1ccc([C@H](O)[C@@H](C(=O)N(C)c2ccccc2)C2CC2)cc1
→ -2 | 0.1 | 2 | -1 | x | -3 | -6 | x | x | -2
CC(=O)c1cccc(NC(=O)CCCOc2ccc(C)cc2)c1
→ 2 | 0.0 | 4 | 8 | 1 | 1 | 7 | 0.0 | 9 | -2
O=C(O)CCSc1nnc(-c2ccc3c(c2)OCO3)o1
→ -1 | -0.3 | 2 | -7 | -5 | 1 | -6 | -8.3 | -5 | -1
O=C(Nc1ccc2c(c1)OCCO2)C1CCN(S(=O)(=O)Cc2ccccc2)CC1
→ 0 | -0.1 | 5 | 4 | 14 | -8 | 5 | -1.6 | 2 | -1
CCN1C[C@@H]2[C@@H]3C(=O)N(Cc4ccccc4)C(=O)[C@@H]3[C@](C)(C1=O)N2C(=O)c1ccc(Br)cc1
→ -2 | -0.3 | -8 | 0 | -8 | 0 | 3 | -1.0 | 7 | -2
COc1cccc(-n2ccnc2SCC(=O)N2CCc3ccccc32)c1
→ -7 | -0.2 | -1 | 6 | 2 | -2 | 6 | 0.6 | -3 | 0

3 structures out of the list, arranged by heavy-atom count, rising.
Screens in order – NPR2 activator | KLK7 zymogen act | rCAG RNA binder | DDE Tn6 FP inh | ASAP1 inh | NPR1 activator | ADAM10 inh | FXN GAA850 act | ARFGAP1 inhibitor | HGIII-sPLA2 inh
Cc1cc(N(C)C)nc(Nc2ccccc2)n1
→ 0 | 0.1 | 2 | 0 | -3 | 0 | -2 | 0.9 | 2 | 1
C=CCOc1ccccc1NC(=O)CN1C(=O)CNC1=O
→ -5 | -0.5 | 2 | 2 | -9 | 3 | 0 | 0.5 | -2 | 3
CC(C)(C)C(=O)N1CCN(c2ccc([N+](=O)[O-])cc2-n2cccc2)CC1
→ -1 | 0.2 | -6 | -4 | -9 | -3 | 1 | -0.3 | 6 | 3
